VCAM1 TNFa inh: reduces TNF alpha induced VCAM1 expression in HUVEC; HUVEC TNFa-induced VCAM-1 immunofluorescence, high-content imaging; inhibition, % at 2 µM; 95,000 tested, 0.48% active; AID 802;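 active means inhibition above the batch mean plus 3 SD, with images confirmed as a hit by eye, cut at about 37% in these data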;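 further: 0% = TNF-stimulated DMSO wells and 100% = unstimulated control wells; not every result past the cut was called active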
sEH inh: soluble epoxide hydrolase (human) inhibition. P34913. recombinant human sEH enzymatic activity assay. inhibition, % at 2 µM. 91,000 tested, 0.34% active. AID 707; in the data active means inhibition above about 80%; further: values of inactives mirror those of a sister screen read the other way; many of its hits are not listed in these tables
HUVEC tox TNFa: toxic to HUVEC cells under TNF alpha stimulation; 93,000 tested, 0.17% active; HUVEC TNFalpha-stimulated, Hoechst cell count, imaging; cell count reduction, % at 2 µM;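 active means cell count reduction exceeding the screen mean by over 5 SD, scaled to untreated wells per plate, cut at about 78% in these data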;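 further: cells counted after 24 h of TNF alpha exposure following the 1 h pretreatment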
Calb biofilm kill: kills Candida albicans biofilms. AID 834. C. albicans biofilm + clotrimazole, Alamar Blue. 85,000 tested, 0.14% active. inhibition, % at 6 µM;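 active means inhibition above 20%; inactive means inhibition below 20%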;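 further: preformed 24 hr biofilms exposed to compound for 48 hr; 0% = biofilm without compound and 100% = blank killed by clotrimazole plus chlorhexidine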
ERb coact inh: blocks coactivator binding to human estrogen receptor beta; Q92731; TR-FRET ER-beta LBD / SRC1-Cy5 peptide binding; receptor agonist-loaded with 1 µM estradiol; inhibition, % at 25.6 µM; 86,000 tested, 1.3% active; AID 633;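 active means compounds whose percent inhibition of the receptor-coactivator binding signal exceeds about 50% in the single-dose screen, limit read from the data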;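 further: 0% = receptor plus peptide wells without compound and 100% = peptide-only wells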
Target sequence (Q92731 whole entry, looked up, the tested form may be a part): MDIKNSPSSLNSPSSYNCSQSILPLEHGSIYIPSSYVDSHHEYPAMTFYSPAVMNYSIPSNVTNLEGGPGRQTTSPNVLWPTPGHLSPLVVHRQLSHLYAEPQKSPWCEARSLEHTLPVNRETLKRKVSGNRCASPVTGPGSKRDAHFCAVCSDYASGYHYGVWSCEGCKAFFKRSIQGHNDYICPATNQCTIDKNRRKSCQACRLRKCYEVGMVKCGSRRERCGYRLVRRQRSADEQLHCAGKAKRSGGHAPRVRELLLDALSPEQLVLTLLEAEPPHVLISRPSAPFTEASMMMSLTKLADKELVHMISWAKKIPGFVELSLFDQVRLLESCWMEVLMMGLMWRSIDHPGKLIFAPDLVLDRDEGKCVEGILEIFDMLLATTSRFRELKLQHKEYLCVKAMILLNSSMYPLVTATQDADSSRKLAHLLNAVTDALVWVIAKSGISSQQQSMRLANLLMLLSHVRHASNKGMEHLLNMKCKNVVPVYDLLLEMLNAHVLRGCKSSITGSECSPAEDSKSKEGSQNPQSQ
sEH activator: activators of human soluble epoxide hydrolase; purified human sEH enzymatic activity, activator screen; activation, % at 2 µM; AID 717; 91,000 tested, 0.04% active; P34913; in the data active means activation above about 37%; further: values of inactives mirror those of a sister screen read the other way
F-actin modifier: modifiers of cytoskeleton assembly. HUVEC TNFa F-actin phalloidin imaging, high content. inhibition, % at 2 µM. 91,000 tested, 0.18% active. AID 836;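 active means inhibition above the batch mean plus 3 SD and confirmed as a hit by visual image inspection, cut at about 30% in these data, passing the limit was not always enough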; further: strong numbers were not always called active
IL1B cytotox: toxic to HUVEC cells under IL-1B stimulation. HUVEC cell count loss, Hoechst imaging, IL-1B stimulated. cell count reduction, % at 2 µM. 94,000 tested, 0.41% active. AID 845;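 active means cell count reduction more than 3 SD above the screen-wide mean, cut at about 70% in these data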;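 further: normalized per plate to untreated control cells as the no-loss baseline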
Smad3 FoxH1 inh: blocks human Smad3 binding to FoxH1 peptide | P84022 | TR-FRET Smad3/Dy647-FoxH1 peptide binding, europium anti-His | inhibition, % at 25 µM | 88,000 tested, 0.29% active;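 active means compounds that reduce the energy-transfer binding signal between the protein and its labelled peptide by more than half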;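 further: 0% = Smad3 plus labelled peptide maximal FRET and 100% = peptide-only background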
Target sequence (P84022 whole entry, looked up): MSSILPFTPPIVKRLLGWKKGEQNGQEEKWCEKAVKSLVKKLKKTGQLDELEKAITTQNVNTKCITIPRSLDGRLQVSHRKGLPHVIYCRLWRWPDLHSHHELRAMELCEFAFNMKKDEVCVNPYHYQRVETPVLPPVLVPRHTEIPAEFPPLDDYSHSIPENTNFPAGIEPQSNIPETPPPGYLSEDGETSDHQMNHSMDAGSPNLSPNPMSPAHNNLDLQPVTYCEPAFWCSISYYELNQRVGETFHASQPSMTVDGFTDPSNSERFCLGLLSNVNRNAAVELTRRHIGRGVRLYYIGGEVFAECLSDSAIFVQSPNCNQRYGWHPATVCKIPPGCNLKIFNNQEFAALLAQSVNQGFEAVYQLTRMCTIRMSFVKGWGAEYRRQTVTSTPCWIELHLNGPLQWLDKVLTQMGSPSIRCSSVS
* hit, by the source's call; x = not tested or not shown; [ ] = remark or other dose. A portion of the library, so the mix of outcomes need not match the whole.

SMILES	VCAM1 TNFa inh	sEH inh	HUVEC tox TNFa	Calb biofilm kill	ERb coact inh	sEH activator	F-actin modifier	IL1B cytotox	Smad3 FoxH1 inh
CCOc1ccc(NC(=O)CSCC(=O)O)cc1	-8	-3	-2	-3	-8	5	5	11	10
COC(=O)CCN(c1ccccc1)S(=O)(=O)c1ccc(OC)cc1	13	2	-26	4	-10	-4	-33	-16	4
COc1ccccc1C(=O)n1nc(-c2ccccc2)nc1N	7	0	14	8	11	1	-19	-30	0
CC(C)OC(=O)c1cc(C(=O)c2cc(F)ccc2O)coc1=N	8	10	-26	x	x	-11	12	-9	x
CCOC(=O)N1CCC(N2CC34C=CC(O3)C(C(=O)O)C4C2=O)CC1 (stereo unspecified)	5	10	-19	5	-12	-10	12	1	-6
CCc1cccc(CC)c1N(COC)C(=O)Cn1ccccc1=N	17	4	-47	x	x	-4	79*	-33	x
COCc1cc(C)nc(OCC(=O)N/N=C/c2cc(C)n(-c3c(C)cccc3C)c2C)c1C#N	-7	28	-12	x	x	-27	5	4	x
Cc1ccc(N2CS(=O)(=O)/C(=C/N(C)C)C2=O)cc1	-4	2	6	x	x	-2	17	5	x
Cn1c(N2CCN(c3ccccn3)CC2)nc2c1c(=O)n(Cc1ccccc1Cl)c(=O)n2C	18	4	-21	-7	-20	-2	-3	2	5
COc1ccc(CN=Cc2c(C(F)(F)F)[nH][nH]c2=O)cc1	7	3	6	4	9	-3	0	6	2
O=C(Nc1ccc(Cl)cc1)OCCn1nnnc1C(c1ccccc1Cl)N1CCOCC1 (stereo unspecified)	-12	3	14	-4	-9	-2	-9	13	-2
CC(C)(C)c1ccc(-c2n[nH]c(=S)n2C2CCCC2)cc1	-20	8	-20	10	-2	-8	4	-6	9
Cc1c(C(=O)Nc2ccc(F)c(F)c2)oc2ccc(S(=O)(=O)N3CCCCC3)cc12	-4	-13	0	1	1	10	-11	x	3
OC(CCCCN1CCCCC1)c1ccccc1 (stereo unspecified)	10	-5	-1	x	-3	4	3	-64	-2
Cc1ccc(C(=O)C2COC(=O)C2)cc1 (stereo unspecified)	9	-4	-6	7	14	7	-20	-35	-8
CCCc1nnc(SCC(=O)O)n1/N=C/c1ccc2c(c1)OCO2	48*	-9	49	-2	-4	10	x	20	3
CC1CCC(N2CC(=O)N(Cc3ccc4c(c3)OCO4)C(c3ccc(F)cc3)C2=O)CC1 (stereo unspecified)	-10	-8	-22	8	33	8	7	x	10
COc1cc(C(=O)NCc2ccc3c(c2)OCO3)ccc1OCc1c(C)noc1C	11	x	-24	4	-1	x	-12	-10	6
O=C(CSc1nc2ccccc2s1)NC1CCS(=O)(=O)C1 (stereo unspecified)	12	-2	-21	x	x	2	7	1	x
Cc1ccc(CS(=O)(=O)CCC(=O)N2CCOCC2)cc1	-11	-3	1	10	27	4	-11	1	5[fluorescence artefact?]
c1cnc(Nc2nc(-c3ccc4ccccc4c3)cs2)nc1	-8	-8	-9	x	x	10	9	23	x
S=C1NCCc2ccc(Cl)cc2C1c1ccccc1Cl (stereo unspecified)	13	21	-6	12	-2	-19	-1	-9	4
COc1ccccc1NC(=O)Cc1noc(CSc2nnc(N)s2)n1	6	-5	0	9	-4	5	0	-23	-3
O=C(NCCc1ccccc1)C1CCCN1C(=O)NCc1ccccc1 (stereo unspecified)	x	-5	x	9	-16	6	-1	-2	4
CCN(CC)S(=O)(=O)c1ccc2c(c1)nc(CCC(=O)Nc1ccccc1Cc1ccccc1)n2CC	2	-4	-21	x	x	3	-1	3	x

Exported field by field: part of the list above
CCc1cccc(CC)c1N(COC)C(=O)Cn1ccccc1=N
  VCAM1 TNFa inh = 17; sEH inh = 4; HUVEC tox TNFa = -47; Calb biofilm kill = x; ERb coact inh = x; sEH activator = -4; F-actin modifier = 79*; IL1B cytotox = -33; Smad3 FoxH1 inh = x

COCc1cc(C)nc(OCC(=O)N/N=C/c2cc(C)n(-c3c(C)cccc3C)c2C)c1C#N
  VCAM1 TNFa inh = -7; sEH inh = 28; HUVEC tox TNFa = -12; Calb biofilm kill = x; ERb coact inh = x; sEH activator = -27; F-actin modifier = 5; IL1B cytotox = 4; Smad3 FoxH1 inh = x

(more compounds)
SMILES	VCAM1 TNFa inh	sEH inh	HUVEC tox TNFa	Calb biofilm kill	ERb coact inh	sEH activator	F-actin modifier	IL1B cytotox	Smad3 FoxH1 inh
COc1ccc(OCC(=O)NCCCN2CCOCC2)cc1	6	1	-16	2	-8	-2	17	-15	5[fluorescence artefact?]
CS(=O)(=O)N(Cc1ccc(Cl)cc1)c1ccc(C(=O)N2CCN(c3ccccc3)CC2)cc1	-2	-6	3	1	-16	2	4	-2	-5
c1ccc(-n2ncc3c(N4CCC5(CC4)OCCO5)ncnc32)cc1	10	-6	-22	7	-5[fluorescence artefact?]	2	x	-18	1
COCCNC(=O)Nc1ccc2nc(-c3cccs3)c(-c3cccs3)nc2c1	-10	14	-10	2	5	-14	-8	x	14
O=C(Nc1cccc(C(F)(F)F)c1)C1C2CC3OC(=O)C1C3C2 (stereo unspecified)	0	-4	0	6	-2	6	-4	6	-7
CCCN(CC1CC1)c1nc(N)c(C#N)c(CC#N)c1C#N	9	5	-2	x	x	-4	2	-3	x
COc1cc(/C=N/Nc2nn3cnnc3c3ccccc23)cc(OC)c1OC	16	4	-15	x	x	-3	10	5	x
CCc1ccc(OCC(=O)N/N=C2\CC(=O)c3ccccc32)cc1	2	4	-21	x	x	-5	1	12	x
COC(CNC(=O)c1ccc(Cn2c(=S)[nH]c3cc4c(cc3c2=O)OCO4)cc1)OC	-6	-8	-4	10	-2[fluorescence artefact?]	8	-4	28	-1
C(=N\n1cnnc1)/c1cccs1	10	-16	15	3	1	13	6	-1	-10
Cn1cnnc1SCC(=O)Nc1ccccc1	21	-13	14	1	-9[fluorescence artefact?]	12	0	12	1
CCN(CC)c1nc(Nc2ccccc2)nc(Oc2ccc(C(=O)OC)cc2)n1	17	-3	-11	11	7[fluorescence artefact?]	4	16	-5	-18
COc1ccc(-c2nn(-c3ccccc3)cc2C(=O)Nc2nccs2)cc1OC	-14	-2	1	0	-3	3	-4	2	-5
CCOC(=O)Cc1nn2c(=O)cc(C)nc2s1	7	-9	8	1	-5	5	-5	-31	0[fluorescence artefact?]
CC1CN(C2CCN(C(=O)c3cccc(Cl)c3)CC2)CC(C)O1 (stereo unspecified)	-1	-2	18	7	-7[fluorescence artefact?]	1	-22	-8	17
Cc1ccc(S(=O)(=O)N2CCCC(C(=O)NCc3ccco3)C2)cc1Cl (stereo unspecified)	5	6	-5	0	-25	0	-24	18	3
CC1(C(=O)NC2CCCC2)CCC(=O)N1Cc1ccccc1Cl (stereo unspecified)	-3	-8	-14	12	-1	5	0	x	4
CCOC(=O)c1ccc(N(C(=O)c2cnccn2)C(C(=O)NC2CCCCC2)c2cn(C)nc2C)cc1 (stereo unspecified)	6	3	-1	x	x	-1	-1	36	x
COc1ccc(C2C(Oc3ccccc3C)C(=O)N2Cc2ccc(F)cc2)cc1OC (stereo unspecified)	-4	6	20	x	x	-6	-20	0	x
COc1ccc(-c2cc(C(F)(F)F)nc(SCCC(=O)N3CCN4CCCC4C3)n2)cc1 (stereo unspecified)	3	-4	30	6	-9	6	-20	12	2
Cc1ccc(Oc2cc(C#N)c(C#N)cc2-n2nnc3ccccc32)cc1C	12	-10	-10	3	-21[fluorescence artefact?]	6	10	-6	-8
Cc1cc(Cl)ccc1OC(C)C(=O)N1CCCN(C(=O)C(C)Oc2ccc(Cl)cc2C)CC1 (stereo unspecified)	15	-6	-13	x	x	8	-15	2	x
COc1ccc(C2Nc3ccccc3C(=O)N2Cc2ccccc2)cc1CSc1ccccn1 (stereo unspecified)	-29	13	x	x	x	-11	0	-2	x
CCOC(=O)c1ccc(NC(=O)CNC(=O)C2CCCCC2)cc1	7	-7	-9	7	1	4	-8	-18	-2
O=C(Nc1ccn(Cc2ccccc2F)n1)c1ccc(COc2ccc(Cl)cc2Cl)o1	4	2	-6	x	x	-2	35	x	x

Results in HUVEC tox TNFa and IL1B cytotox (two entries from above):
smiles	HUVEC tox TNFa	IL1B cytotox
CCN(CC)c1nc(Nc2ccccc2)nc(Oc2ccc(C(=O)OC)cc2)n1	-11	-5
COc1ccc(-c2nn(-c3ccccc3)cc2C(=O)Nc2nccs2)cc1OC	1	2

Going on with the list:
SMILES	VCAM1 TNFa inh	sEH inh	HUVEC tox TNFa	Calb biofilm kill	ERb coact inh	sEH activator	F-actin modifier	IL1B cytotox	Smad3 FoxH1 inh
Cc1ccc(N2C(=O)C3ON(c4ccccc4)C(c4ccncc4)C3C2=O)c(C)c1 (stereo unspecified)	-2	15	-24	-5	-3	-13	-10	-14	6
COC(=O)C(Cc1ccc(O)cc1)NC(=O)C(C)Oc1ccccc1 (stereo unspecified)	14	4	11	7	0[fluorescence artefact?]	0	11	-9	13
C=C1CSc2nc(=O)c3c(C)c(C)sc3n21	15	-10	-1	7	-15[fluorescence artefact?]	10	0	13	-7
O=C(CN1C(=O)C2C3C=CC(C3)C2C1=O)N1CCc2ccccc2C1 (stereo unspecified)	1	x	-14	6	-28	x	14	-27	15[fluorescence artefact?]
CC1CC(C)CN(c2nc3c(c(=O)n(C)c(=O)n3C)n2C)C1 (stereo unspecified)	1	9	-12	1	-3	-8	6	7	-11
Cc1ccc2nc(C3CCCN(C(=S)Nc4cccc(C)c4C)C3)[nH]c2c1 (stereo unspecified)	3	2	-14	x	x	1	-22	-29	x
CCOc1ccc(NC(=O)CN2CCN(C3c4ccccc4-c4ccccc43)CC2)cc1	4	10	-10	7	-1	-9	-16	x	-6
COC(=O)c1ccccc1NC(=O)C(CCS(C)(=O)=O)NC(C)=O (stereo unspecified)	-48	2	-45	8	-12[fluorescence artefact?]	-1	7	-12	0
CCOC(=O)c1ccc2ncc(C(=O)OCC)c(NCCCN3CCOCC3)c2c1	7	x	-21	4	-6	x	6	-12	5
CSc1nc(C)cc(OCC(=O)N2CCOCC2)n1	-13	16	-16	4	-5	-11	-2	3	-2
CCOC(=O)c1[nH]c2ccccc2c1NC(=O)Nc1ccc(OC)cc1	2	-7	1	x	x	7	-6	2	x
COc1ccc(NC(=S)Nc2cc(-c3ccccc3)[nH]n2)cc1Cl	4	3	1	x	x	-3	-2	-28	x
Cc1ccccc1NC(=O)NCc1ccco1	24	-1	-27	3	-9	1	19	-23	-5
CC(=O)Nc1nonc1-c1nc2ccccc2n1Cc1nnc(C)o1	-6	-1	10	-2	31	0	6	-8	-7
O=C(c1ccco1)N1CCN(C(c2ccc(F)cc2)c2nnnn2CC2CCCO2)CC1 (stereo unspecified)	15	-5	-28	6	-1[fluorescence artefact?]	3	6	21	8
CC(C)C(=O)Nc1ccc(N2CCCC2)cc1	0	-4	-1	2	40	1	3	-9	5
FC(F)(F)c1nc2ccccc2n2c(-c3ccc(Cl)cc3)nnc12	8	5	-32	x	x	-4	-7	-29	x
COc1ccc(Cn2cnc3c(NS(C)(=O)=O)c(C)c(C)cc32)cc1	7	7	0	x	x	-5	-6	-36	x
CCOC(=O)c1ccc(NC(=O)NC2CC3CCC(C2)N3Cc2nnnn2C(C)(C)C)cc1 (stereo unspecified)	0	67	-6	4	-3[fluorescence artefact?]	-67	46	-34	-2
C=CCn1c(=N)n(CC(=O)O)c2ccccc21	8	-3	-7	6	-20	3	25	26	-5
CCOC(=O)/C(=N/Nc1ccccc1)c1csc(Nc2ccccc2)n1	11	-7	-6	-3	5	7	x	-1	12
Cc1ccc(/C=N/Nc2ccc3c(C(F)(F)F)cc(C(F)(F)F)nc3n2)cc1	4	x	-12	x	x	x	-17	0	x
C=CCSc1nn2c(=O)c3ccccc3nc2s1	11	11	-20	x	x	-9	1	-3	x
O=C(Nc1c(F)cc(F)cc1Br)c1cc(-c2ccco2)on1	-13	-15	-34	x	x	15	-9	-22	x
CCn1c(SCc2nc(CC(=O)Nc3ccccc3OC)no2)nnc1-c1cccs1	-9	9	8	1	1	-7	-6	17	3
CC(C)[C@H](NC(N)=O)C(=O)Nc1ccc2c(c1)CCC2	-15	-2	4	x	x	4	4	4	x
